IMP-1 inh: blocks Pseudomonas aeruginosa IMP-1 metallo-beta-lactamase | purified IMP-1, nitrocefin hydrolysis, epi-absorbance fluorescence | inhibition, % at 5.6 µM | 290,000 compounds, 0.45% hits;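 active = inhibition above the mean plus 3 SD of all compounds in the same screening run, cut at about 4.5% in these data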;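 also: 0% = IMP-1 with DMSO and 100% = DMSO wells lacking enzyme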
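System: Purified IMP-1 | Read-out basis: Percent enzyme inhibition | Controls: IMP-1 with DMSO as 0%, enzyme-free DMSO as 100% | Replicates: One well per compound | Doses: 5.6 µM nominal single concentration | Detection: Epi-absorbance fluorescence, 480 nm excitation, 530 nm emission | Incubation: 25 °C, 15 min preincubation, 25 min reaction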
VIM-2 inhibitor: blocks Pseudomonas aeruginosa VIM-2 metallo-beta-lactamase; purified VIM-2, nitrocefin hydrolysis, epi-absorbance fluorescence; inhibition, % at 5.6 µM; 290,000 compounds, 0.89% hits;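 active = inhibition above the mean of all tested compounds plus 3 SD, cutoff set per screening run, cut at about 7.5% in these data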;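 also: red hydrolysis product quenches plate fluorescence so inhibitors raise well fluorescence; 0% = enzyme with DMSO and 100% = DMSO without enzyme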
MEKK3 PB1 HTS: raises or lowers MEK5 binding to the human MEKK3 PB1 domain; 290,000 compounds, 1.4% hits; binding response (% of control), % at 10 µM; bead-based flow cytometry, Alexa488-MEK5 binding to MEKK3; actives lie on both sides; 0 = blocked by unlabeled MEK5, 100 = vehicle; Q99759;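 active = binding response more than 3 SD above or below the average of its plate-row segment, actives on both sides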;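 also: Alexa488 bead fluorescence after subtracting the streptavidin-only scavenger bead signal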
IDE act: IDE (human) activation, cell-based; P14735; HEK cells, FAbeta-B cleavage, fluorescence polarization; 0% vehicle, 100% cell-free pure enzyme wells; activation, % at 5.96 µM; 340,000 compounds, 0.073% hits; AID 493087;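 active = activation above the mean of all tested compounds plus 3 SD, set per screening campaign, cut at about 17% in these data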
Target sequence (P14735 whole entry, looked up): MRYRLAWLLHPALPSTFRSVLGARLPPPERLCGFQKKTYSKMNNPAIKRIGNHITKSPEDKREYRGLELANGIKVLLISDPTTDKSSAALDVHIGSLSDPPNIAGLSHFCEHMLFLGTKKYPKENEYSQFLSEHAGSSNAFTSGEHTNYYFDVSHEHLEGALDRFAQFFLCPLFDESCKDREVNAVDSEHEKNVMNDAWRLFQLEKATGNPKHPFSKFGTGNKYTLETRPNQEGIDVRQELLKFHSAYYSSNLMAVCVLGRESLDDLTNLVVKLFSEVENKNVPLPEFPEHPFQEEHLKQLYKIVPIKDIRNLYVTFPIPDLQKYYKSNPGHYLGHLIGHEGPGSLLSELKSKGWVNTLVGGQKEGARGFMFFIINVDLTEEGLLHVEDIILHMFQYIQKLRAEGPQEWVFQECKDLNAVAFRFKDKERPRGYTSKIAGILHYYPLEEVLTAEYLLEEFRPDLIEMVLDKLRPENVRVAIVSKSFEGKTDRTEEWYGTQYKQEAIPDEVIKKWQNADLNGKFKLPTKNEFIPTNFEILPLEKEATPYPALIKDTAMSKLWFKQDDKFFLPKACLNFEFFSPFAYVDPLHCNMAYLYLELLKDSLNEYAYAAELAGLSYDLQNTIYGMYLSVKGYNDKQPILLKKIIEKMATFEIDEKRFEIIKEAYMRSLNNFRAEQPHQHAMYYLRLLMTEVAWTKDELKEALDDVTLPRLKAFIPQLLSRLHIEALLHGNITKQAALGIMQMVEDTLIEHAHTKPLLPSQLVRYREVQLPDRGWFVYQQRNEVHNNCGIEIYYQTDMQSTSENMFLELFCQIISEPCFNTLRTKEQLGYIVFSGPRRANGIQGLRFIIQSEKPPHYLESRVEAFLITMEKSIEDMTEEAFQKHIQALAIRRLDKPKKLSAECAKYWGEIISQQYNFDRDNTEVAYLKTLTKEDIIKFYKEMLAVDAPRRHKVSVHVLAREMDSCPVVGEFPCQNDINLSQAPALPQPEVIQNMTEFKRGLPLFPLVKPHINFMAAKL
pCIP destab: lowers stability of the mouse p/CIP coactivator protein | Q05BA5 | F442A p/CIP-EGFP cells, EGFP fluorescence, 16 h | decrease of EGFP signal, % at 10 µM | 290,000 compounds, 0.01% hits | AID 1984;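 active = EGFP signal decrease of at least 30% at 10 µM or well 3 SD below plate mean, unless failing retest; inactive = the rest, including hits failing retest or dose response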; also: some compounds called inactive have numbers as strong as hits; many of its hits are not listed in these tables
PHOSPHO1 block: inhibitors of human PHOSPHO1 phosphatase; Q8TCT1; recombinant PHOSPHO1, absorbance phosphatase assay; inhibition, % at 13.3 µM; 290,000 compounds, 1.1% hits; AID 1565; in the data active = inhibition above about 60%
HCV NS3 hel inh: inhibitors of Hepatitis C virus NS3 helicase; AID 1800; 290,000 compounds, 0.56% hits; inhibition, % at 10.9 µM; NS3 helicase DNA unwinding, Cy5 molecular beacon fluorescence;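 active = inhibition above the mean of all tested compounds plus 3 SD, set per campaign, cut at about 35% in these data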;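 also: 0% = DMSO wells and 100% = thioflavine S control wells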
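System: HCV NS3 helicase fragment; control set: DMSO and thioflavine S; technique: Cy5 fluorescence at 0 and 60 min, beacon hairpin quenching; reagent: beacon DNA duplex substrate plus ATP; replicates: singlicate; schedule: 1 h reaction at 25 °C, ATP-initiated; medium: MOPS buffer pH 6.5 with MgCl2, DTT, Tween20, BSA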
FID counter: displaces DNA intercalator in HCV helicase counter-screen; DNA fluorescent intercalator displacement, fluorescence; inhibition, % at 7.9 µM; 290,000 compounds, 0.17% hits; in the data active = inhibition above about 37%;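 also: 0% = vehicle and 100% = reference compound; higher means more ethidium bromide displaced from hairpin DNA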
UBC9 SUMO inh: blocks human SUMOylation mediated by UBC9; P63279; HTRF SUMOylation assay, SAE1/SAE2 + UBC9, in vitro; inhibition, % at 35 µM; 290,000 compounds, 0.36% hits; AID 2006; in the data active = inhibition above about 50%, passing the limit was not always enough; also: strong numbers were not always called active
Starred values were filed as active, the others as inactive; . = not tested or not shown. An excerpt; the hit share may differ from the screen's.

SMILES	IMP-1 inh	VIM-2 inhibitor	MEKK3 PB1 HTS	IDE act	pCIP destab	PHOSPHO1 block	HCV NS3 hel inh	FID counter	UBC9 SUMO inh
NC(=O)C1CCN(C(=O)c2ccc([N+](=O)[O-])cc2NC(=O)c2cccs2)CC1	-1.6	-0.5	101.0	2.0	-4.2	23.2	5.2	-1.0	0.5
CC(=O)N1CCN(CC(=O)Nc2cccc(S(=O)(=O)N3CCCCCC3)c2)CC1	-3.9	-2.0	101.0	5.6	-5.8	20.1	-1.0	-16.4	2.4
COC(=O)CN1C(=O)COc2ccc(S(=O)(=O)NCc3ccccc3)cc21	-1.3	-1.2	96.0	1.1	0.2	42.6	2.9	3.6	10.0
CCC(=O)c1ccc(OCC(=O)NCC2(N3CCCCC3)CCCCC2)cc1	-0.3	-0.2	80.0	-0.3	7.5	-19.6	0.3	12.1	15.2
CCOC(=O)c1c(NC(=S)NC(=O)c2ccco2)sc2c1CCCC2	-2.7	-4.6	100.0	2.5	-7.6	28.8	5.7	1.0	16.0
C[C@H](C(=O)C=[N+]=[N-])N1C(=O)c2ccccc2C1=O	-6.5	-1.4	120.0	.	-14.1	11.2	1.3	0.8	22.5
CCN1C(Nc2ccccc2)=NC[C@@H]1C	0.1	-0.4	99.0	7.4	-2.8	-1.7	-10.3	-8.4	9.9
CCNC(=O)c1cc(S(=O)(=O)N2CCSCC2)ccc1OC	-0.9	-0.8	95.0	3.0	-7.7	.	-0.6	-2.2	3.5
O=C(CCCCl)NC(=S)Nc1ccc(CN2CCOCC2)cc1	-2.7	-2.2	92.0	-1.8	-15.1	29.8	1.5	4.0	-6.2
O=C(Nc1cccc(C(=O)O)c1)/C(=C\c1ccco1)NC(=O)c1ccccc1	-2.5	0.6	97.0	-1.7	-2.5	18.4	6.6	-10.0	7.9
Cc1ccc(N(CC(=O)Nc2ccc(C)cn2)S(=O)(=O)c2c(C)nn(C)c2C)cc1	-4.8	-4.8	97.0	7.5	3.7	4.4	-0.3	-29.1	-33.7
CC(C)CCNc1ncnc2c1nnn2Cc1ccccc1	-3.5	-0.7	103.0	3.5	5.7	23.9	-5.4	-23.3	8.2
Cn1c(N)c(C(=O)COC(=O)C23CC4CC(CC(C4)C2)C3)c(=O)n(C)c1=O	1.7	-1.3	102.0	-3.3	4.4	12.8	16.9	-14.3	14.6
Cc1ccc(NC(=O)C2CCN(S(=O)(=O)c3ccc4c(c3)NC(=O)CO4)CC2)cc1C	-2.3	-1.6	106.0	-1.0	-7.4	26.1	-5.7	-31.6	2.6
Cc1c(NC(=O)CN2C(=O)c3ccccc3S2(=O)=O)c(=O)n(-c2ccccc2)n1C	-5.7	-4.6	97.0	-0.9	7.1	-4.4	-4.3	-0.8	-8.1
COc1ccc(NC(=O)C2CC(=O)N/C(=N/N=C/c3ccccc3)S2)cc1 (stereo not given)	-1.7	-2.7	102.0	3.1	-2.8	20.0	1.8	-18.2	24.0
CC1CCN(C(=O)CN(Cc2ccccc2)S(C)(=O)=O)CC1	-3.5	-3.0	107.0	6.5	6.5	13.9	-12.9	-11.3	6.2
NS(=O)(=O)c1ccc(S(=O)(=O)N(Cc2ccccc2F)CC2CCCO2)cc1 (stereo not given)	5.0*	-0.8	97.0	-3.5	-5.4	-1.6	-1.9	-12.3	-32.2
O=C(O)/C=C/C(=O)N1CCN(Cc2ccc3c(c2)OCO3)CC1	-2.4	0.4	108.0	3.5	-0.8	17.9	9.8	-2.4	15.6
CCOC(=O)CC1C(=O)NCCN1C(=O)c1ccc(F)cc1F (stereo not given)	-3.6	-4.8	99.0	1.9	4.4	21.4	-0.5	-4.3	-11.9
COC(=O)c1cc(S(=O)(=O)N(C)C2CCCCC2)c[nH]1	-1.9	-3.2	101.0	2.9	-3.7	26.6	-10.3	-14.8	-6.2
Cc1cccc(C(=O)Nc2sc(C)c(-c3ccccc3)c2C#N)c1	-1.9	0.6	106.0	6.2	-19.2	-17.0	-4.1	-6.5	-4.7
CCCNC(=O)/C=C/C(=O)O	-1.8	0.6	90.0	2.3	9.1	-3.9	-10.8	2.0	4.0
COc1ccc(/C=C(\C#N)C(=O)OCC(=O)NCc2ccccc2)cc1	-1.3	-2.6	93.0	1.8	-20.0	-6.4	4.2	-2.2	16.8
CCN(CC)S(=O)(=O)c1ccc2oc(C(=O)Nc3ccc(OC)cc3OC)c(C)c2c1	-4.1	-2.6	104.0	-1.8	-13.1	19.2	-0.3	-3.8	19.0
COC(=O)C1=C(C)NC2=C(C(=O)CCC2)C1c1cccc(C)n1 (stereo not given)	-0.1	-0.9	97.0	3.4	2.4	-17.9	1.6	-4.8	10.1
Cc1ccn2c(c1)nc(=O)c1cc(S(=O)(=O)N3CCCCC3)ccc12	-1.0	3.1	101.0	-0.5	-1.5	11.0	2.3	-10.5	13.6
COc1cc(CC(=O)OCn2nnc3ccccc3c2=O)cc(OC)c1OC	-3.0	-3.3	95.0	2.6	4.5	4.0	4.5	-12.5	0.0
CCCC(=O)N1CCN(c2nc3ccc(Cl)cc3s2)CC1	0.6	-4.1	105.0	-11.3	-10.4	21.8	-1.1	-40.9	18.2
O=C(NC1CCCCC1)C1c2ccccc2C(=O)N1Cc1ccco1 (stereo not given)	-2.5	-1.3	99.0	2.7	-4.3	23.5	4.4	0.7	9.1
Cc1ccc(S(=O)(=O)N(C)C)cc1NC(=O)c1cccnc1Oc1ccccc1	-2.6	-1.6	103.0	.	-14.1	37.7	8.2	-6.7	12.9
Cc1ccc(OCc2n[nH]c(=S)n2-c2ccc(C)cc2)cc1	-2.5	-4.2	102.0	0.1	-15.9	-0.8	1.7	-28.8	3.7
COc1ccc(OC)c(/C=C(\NC(=O)c2ccccc2)C(=O)N/N=C/c2ccc(C)s2)c1	-3.6	-6.8	98.0	-3.6	-0.4	6.6	-10.4	-13.8	40.4
COc1ccc(NC(=O)c2cccnc2SC)cc1OC	-0.8	-0.1	100.0	-0.1	5.1	-0.9	-2.8	-7.1	1.5
Cc1ccc(C(C#N)c2ccc(C(=O)c3ccc(F)cc3)cc2)cc1 (stereo not given)	-2.5	-3.7	107.0	7.8	-14.7	-0.5	5.0	-8.8	-30.3
Cn1c(=O)[nH]c(NC2CCCCC2)c([N+](=O)[O-])c1=O	-1.9	3.0	101.0	-1.1	-0.7	-4.4	0.6	1.4	-5.4
CCCOc1ncnc2c1[nH]c1ccc(OC)cc12	-0.2	0.1	89.0	-20.4	10.0	27.3	6.5	-5.8	14.9
O=C(O)c1ccccc1C1Nc2ccccc2C(=O)N1CCCN1CCOCC1 (stereo not given)	-1.2	-0.9	102.0	.	-1.7	28.8	34.8	-8.0	-4.3
CCCCn1c(SCC(=O)/C(C#N)=C(\C)N)nc2ccccc2c1=O	-2.8	-1.8	104.0	-0.2	1.7	11.7	-1.5	-8.2	8.2
CCOC(=O)CSc1nnc(-c2ccc3ncccc3c2)n1C	-2.9	-0.7	81.0	8.0	-6.3	23.6	-9.3	-8.0	20.7
COc1ccc(C(=O)Nc2c(Cl)cc(Cl)cc2C(=O)N2CCC(C)CC2)cc1	-2.2	-1.4	99.0	-7.3	-16.1	-4.0	-13.9	-34.0	-7.5
CC1CC2=C(NC(=S)NC2c2ccc(F)cc2)/C(=C/c2ccc(F)cc2)C1 (stereo not given)	-2.9	-3.1	104.0	-0.1	-3.8	-5.7	-17.0	-18.1	-11.7
CCOC(=O)Nc1ccc(S(=O)(=O)N2CCOCC2)cc1	-3.8	0.0	101.0	-2.1	-7.8	-9.1	2.9	-0.3	11.0
Cc1cc(NC(=O)OC2CCCCC2)ccc1[N+](=O)[O-]	-5.2	-3.5	97.0	2.5	-6.2	34.6	2.9	-3.3	-13.2
CCCCC(CC)C(=O)Nc1cc([N+](=O)[O-])ccc1F (stereo not given)	-3.7	-2.9	103.0	-0.6	-10.8	32.6	5.5	-2.3	22.7
NC(=O)c1c(NC(=O)CSc2nc(N)cc(=O)[nH]2)sc2c1CCCC2	-0.3	-0.5	91.0	-1.9	-5.5	12.9	5.0	-11.3	13.0
C/C=C(\C)C(=O)NCCN1C2=NC[C@@H](C)N2C[C@@H]1Cc1ccc(OC)cc1	-1.7	-1.6	105.0	-2.8	0.0	21.9	-6.3	1.4	-13.3
COCCNC(=O)Cc1c(C)c2c(cc(C)c3c(C(C)(C)C)coc32)oc1=O	-4.8	0.3	94.0	1.2	1.7	11.4	0.2	-37.8	20.1
C/C(CC1(O)/C(=N/O)CCc2nonc21)=N\O (stereo not given)	-2.5	-2.8	97.0	4.3	-8.0	8.8	7.5	4.2	7.7
Clc1cccc(Cl)c1Cn1nnc(N2CCCC2)n1	-1.8	-1.4	98.0	6.8	-14.0	16.0	-0.2	-9.4	11.8
CC1(C)CC(=O)C=C(Nc2ccc3c(c2)CCC3)C1	-3.1	-2.3	95.0	.	0.4	.	-3.7	-11.9	4.3
C/C(=N\Nc1ccc(S(N)(=O)=O)cc1[N+](=O)[O-])c1ccc2c(c1)OCO2	-2.8	-4.2	115.0	-1.4	3.4	3.6	3.0	6.5	39.6
O=C(c1c[nH]c(C(=O)C(Cl)(Cl)Cl)c1)c1c(F)cccc1F	-1.6	-1.1	103.0	1.4	-11.5	37.5	5.5	-8.3	11.2
CC(=O)Nc1cccc2ncccc12	1.9	-1.1	98.0	-0.9	5.2	12.2	9.7	-1.3	5.6
C/C(CC(=O)Nc1ccccc1[N+](=O)[O-])=N\NC(=O)COc1ccccc1C	-3.0	-2.0	103.0	5.2	-3.1	8.6	3.3	-11.0	-0.9
Cc1ccccc1OCC(=O)N/N=C/c1cccc(Oc2ccc([N+](=O)[O-])cc2[N+](=O)[O-])c1	-4.3	-1.2	132.0*	1.2	-3.5	-6.2	3.4	0.9	1.5
CC[n+]1c(/C=C(\C)OC)sc2ccccc21	-0.5	-4.1	107.0	3.4	-7.9	30.4	-30.9	7.3	18.8
COc1ccc(C(C)=O)cc1CC(=O)NC1CCCCCC1	-0.6	0.1	99.0	-1.2	-10.1	23.9	3.7	-16.6	17.5
COc1ccccc1NC(=O)NCc1ccco1	-3.0	-3.5	106.0	5.6	5.0	4.4	1.1	-7.5	14.9
Cc1ccc(CNC(=O)COC(=O)C2CCN(S(=O)(=O)c3cccs3)CC2)cc1	-2.2	-0.7	106.0	4.7	10.1	0.3	4.1	-23.5	16.3

Laid out differently: entries from further up
Every second line gives: IMP-1 inh, VIM-2 inhibitor, MEKK3 PB1 HTS, IDE act, pCIP destab, PHOSPHO1 block, HCV NS3 hel inh, FID counter, UBC9 SUMO inh
C/C(=N\Nc1ccc(S(N)(=O)=O)cc1[N+](=O)[O-])c1ccc2c(c1)OCO2
 : -2.8, -4.2, 115.0, -1.4, 3.4, 3.6, 3.0, 6.5, 39.6
O=C(c1c[nH]c(C(=O)C(Cl)(Cl)Cl)c1)c1c(F)cccc1F
 : -1.6, -1.1, 103.0, 1.4, -11.5, 37.5, 5.5, -8.3, 11.2
